Compound activity: PubChem BioAssay, Broad Institute
SIRT5 block: sirtuin-5 (human) deacylase inhibition. hit rate 1.1% among 330,000. Q9NXA8. Purified SirT5, succinyl-peptide AMC, trypsin-coupled fluorescence. inhibition, % at 15 µM; in the data active = inhibition above about 15%; inconclusive = no clear call, values can overlap the other calls
Target sequence (Q9NXA8 whole entry, looked up): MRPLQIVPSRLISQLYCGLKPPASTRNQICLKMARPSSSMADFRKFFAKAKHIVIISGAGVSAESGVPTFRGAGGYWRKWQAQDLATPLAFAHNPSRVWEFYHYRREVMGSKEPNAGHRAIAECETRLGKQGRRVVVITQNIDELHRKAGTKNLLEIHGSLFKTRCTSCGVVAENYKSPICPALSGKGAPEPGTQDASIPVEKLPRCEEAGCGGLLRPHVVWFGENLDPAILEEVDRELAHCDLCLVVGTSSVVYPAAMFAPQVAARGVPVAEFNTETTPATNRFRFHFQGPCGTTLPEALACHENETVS
PAX8 reporter: lowers PAX8-driven luciferase in RMG-I cells; RMG-I TPO-luciferase reporter, SteadyGlo, 24 h; inhibition, % at 12.6 µM; hit rate 1.2% among 360,000;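 active = mean replicate inhibition at least 60% with every replicate also reaching 60%; inconclusive = only one of the two criteria is met; inactive = mean below 60% and not all replicates reaching 60%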;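 also: luciferase light reporting Pax8 driven TPO promoter activity; plate controls were median of neutral control wells for no effect and mitoxantrone controls for full effect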
EWS-Fli block: inhibitors of EWS/Fli oncoprotein transcriptional activity. hit rate 0.67% among 350,000. A673 NR0B1-luciferase reporter, viability-normalised. inhibition, % at 12.6 µM;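 active = mean inhibition of at least 50% after viability correction, with every replicate also passing that limit; inconclusive = mean reaches 50% but only one of two replicates passes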;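 also: firefly luciferase signal divided by Alamar Blue viability fluorescence both relative to DMSO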
ARNT TACC3 PPI: disruptors of human ARNT/TACC3 interaction | hit rate 0.66% among 390,000 | AlphaScreen His-ARNT PAS-B/GST-TACC3 binding, luminescence; TACC3 fragment carries E629A point mutation | inhibition, % at 9.99 µM | Q9Y6A5;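 active = mean inhibition of replicates at least 50% and at least half of replicates each reaching 50%; inconclusive = half or more replicates reach 50% but mean below 50%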;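 also: 0% = complete ARNT plus TACC3 wells and 100% = ARNT alone without TACC3; many hits fall short of the cut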
DENV2 CPE: protects cells from dengue virus 2 cytopathic effect | DENV2-infected cells, cytopathic effect rescue, plate reader | CPE inhibition, % at 9.99 µM | hit rate 1.7% among 350,000 | AID 651640; in the data active = CPE inhibition above about 20%, passing the limit was not always enough; inconclusive = no clear call, values can overlap the other calls; tested in BHK-21 cells;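 also: 0% = median of neutral control wells and 100% = median of positive control wells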
Casp6 inh: blocks human caspase-6 cleavage activity; P55212; purified caspase-6, Z-VEID-R110 cleavage fluorescence; inhibition, % at 12.5 µM; hit rate 0.53% among 350,000;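 active = mean inhibition across replicates at least about 35%, with every replicate also reaching that limit, limit read from the data; inconclusive = only one of the two criteria met; inactive = neither criterion met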;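 also: 0% = median of neutral control wells and 100% = no fluorescence left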
Target sequence (P55212 24-179 limits assumed): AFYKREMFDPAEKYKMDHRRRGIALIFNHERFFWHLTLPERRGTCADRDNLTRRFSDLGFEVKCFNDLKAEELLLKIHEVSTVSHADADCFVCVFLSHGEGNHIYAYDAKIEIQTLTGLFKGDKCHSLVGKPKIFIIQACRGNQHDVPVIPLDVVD
Target sequence (P55212 194-293 limits assumed): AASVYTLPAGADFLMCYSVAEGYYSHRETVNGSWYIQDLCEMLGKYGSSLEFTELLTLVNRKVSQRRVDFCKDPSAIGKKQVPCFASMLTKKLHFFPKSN
LGR2 inh: blocks bursicon-induced cAMP signaling via Drosophila LGR2; inhibition, % at 9.99 µM; hit rate 0.35% among 380,000; HEK293 LGR2, CRE-luciferase, bursicon-stimulated, 4 h;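 active = drop in luminescence signal, shown as inhibition above about 50% in the replicate tests, limit read from the data, passing the limit was not always enough; inconclusive = probably only some replicates passing the limit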;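 also: agonist challenge used bursicon conditioned medium at about half maximal strength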
Numbers without * were called inactive.

How did COCCNC(=O)C1(C)CCCN(C(=O)c2ccccc2F)C1 (centres undefined) do in these assays?
SIRT5 block: -1; PAX8 reporter: 13; EWS-Fli block: -3; DENV2 CPE: -3; Casp6 inh: -2; LGR2 inh: -5

Results for CC(C)NC(=O)CSCc1cccc(Br)c1 ?
SIRT5 block: 19*; EWS-Fli block: -9; ARNT TACC3 PPI: 4; DENV2 CPE: 2; Casp6 inh: 2; LGR2 inh: 2

How did CCN(CC(=O)Nc1ccc2c(c1)OCCO2)C(=O)/C=C/c1cccc(Br)c1 do in these assays?
SIRT5 block: -2; PAX8 reporter: -85; EWS-Fli block: -68; ARNT TACC3 PPI: -7; DENV2 CPE: inconclusive; Casp6 inh: 3; LGR2 inh: 6

Results for Cc1cccc(C(=O)N2CCCC(N3CCN(Cc4ccc5c(c4)OCO5)CC3)C2)n1 (centres undefined) ?
SIRT5 block: 4; PAX8 reporter: -17; EWS-Fli block: -5; DENV2 CPE: 2; Casp6 inh: -2; LGR2 inh: 4

What do the screens show for `Cc1ccc(OCCC(=O)NCCc2ccc(S(N)(=O)=O)cc2)cc1`?
PAX8 reporter: -6; ARNT TACC3 PPI: 4; LGR2 inh: -8

What do the screens show for `O=C(CSc1nc2ccc(Nc3nc(N4CCOCC4)nc(N4CCOCC4)n3)cc2s1)Nc1ccccc1F`?
SIRT5 block: -1; EWS-Fli block: 21; ARNT TACC3 PPI: -6; DENV2 CPE: inconclusive; Casp6 inh: -2; LGR2 inh: -6

How did CC(=Nc1ccccc1)C1=C(O)COC1=O do in these assays?
SIRT5 block: -5; EWS-Fli block: 0; ARNT TACC3 PPI: -10; Casp6 inh: 0; LGR2 inh: -16

Results for COc1ccccc1N1CCN(C(c2cccs2)C(C)NC(=O)C(=O)N2CCOCC2)CC1 (centres undefined) ?
SIRT5 block: -3; PAX8 reporter: -3; ARNT TACC3 PPI: 1; DENV2 CPE: 0; Casp6 inh: 1; LGR2 inh: -9

Results for Cc1ccccc1OCCCSc1nc2ccccc2[nH]1 ?
SIRT5 block: -2; PAX8 reporter: -22; EWS-Fli block: -19; ARNT TACC3 PPI: 8; DENV2 CPE: 0; Casp6 inh: -1; LGR2 inh: -23

What do the screens show for `CCOc1ccc(CCNC(=O)COC(=O)c2cccnc2SC)cc1OCC`?
SIRT5 block: -1; PAX8 reporter: 11; EWS-Fli block: 1; ARNT TACC3 PPI: -2; DENV2 CPE: 11; Casp6 inh: -1; LGR2 inh: -2

What do the screens show for `CCCOc1ccc(S(=O)(=O)N2C(=O)CC(=O)N(Cc3ccc(OCC)cc3)C2=O)cc1`?
SIRT5 block: 1; PAX8 reporter: -3; EWS-Fli block: -5; DENV2 CPE: 0; Casp6 inh: -2; LGR2 inh: 4

What do the screens show for `COc1ccc2c3c([nH]c2c1)[C@H](CO)N(C(=O)c1cccnc1)CC31CN(C(=O)Nc2cccc(F)c2)C1`?
SIRT5 block: 1; PAX8 reporter: -30; EWS-Fli block: -4; DENV2 CPE: -3; LGR2 inh: 3

How did COc1ccc(S(=O)(=O)N2CCCCCC2)cc1N(C)S(=O)(=O)c1ccc(C)cc1 do in these assays?
PAX8 reporter: -4; ARNT TACC3 PPI: -4; LGR2 inh: 16

Results for CC(C)C[C@@H](CN=[N+]=[N-])N1CCN(CC(C)C)CCC1=O ?
PAX8 reporter: -17; EWS-Fli block: 7; ARNT TACC3 PPI: -2; DENV2 CPE: 87*; LGR2 inh: -1

Results for CCOC(=O)c1ccc(N2CCCCC2)c(NS(=O)(=O)c2ccc(C)cc2)c1 ?
PAX8 reporter: -11; EWS-Fli block: 19; ARNT TACC3 PPI: -8; DENV2 CPE: 3; Casp6 inh: -1; LGR2 inh: -34

Results for C[C@@H]1CN([C@H](C)CO)C(=O)CCCn2nncc2CO[C@@H]1CN(C)Cc1cccc2c1OCCCO2 ?
SIRT5 block: 0; EWS-Fli block: -6; ARNT TACC3 PPI: -4; DENV2 CPE: -1; Casp6 inh: -11; LGR2 inh: -3

How did COC(=O)C1=C(C)N(Cc2ccccc2C(F)(F)F)C(=NCc2ccc3c(c2)OCO3)NC1c1cccc(C(F)(F)F)c1 (centres undefined) do in these assays?
SIRT5 block: -2; PAX8 reporter: 17; EWS-Fli block: 27; DENV2 CPE: -8; Casp6 inh: -1; LGR2 inh: -6

How did Cc1oc2c(c(C)cc3oc(=O)c(CC(=O)N[C@@H](C)C(=O)O)c(C)c32)c1C do in these assays?
SIRT5 block: -1; PAX8 reporter: -2; EWS-Fli block: 11; ARNT TACC3 PPI: 3; DENV2 CPE: 17; Casp6 inh: 1; LGR2 inh: -12

Results for CCCN1C[C@@H](C)[C@@H](OC)CN(C)C(=O)c2cc(NC(=O)COC)ccc2OC[C@@H]1C ?
PAX8 reporter: -15; EWS-Fli block: 0; ARNT TACC3 PPI: -9; LGR2 inh: 10

What do the screens show for `COc1ccc2c3c(n(C)c2c1)[C@H](CO)N(Cc1ccc2c(c1)OCO2)CC31CCN(C(C)=O)CC1`?
SIRT5 block: -2; PAX8 reporter: -15; EWS-Fli block: -1; DENV2 CPE: 5; Casp6 inh: 0; LGR2 inh: -19

Part of the list above in order of molar mass, ascending.
What do the screens show for `Cc1ccc(OCCC(=O)NCCc2ccc(S(N)(=O)=O)cc2)cc1`?
PAX8 reporter: -6; ARNT TACC3 PPI: 4; LGR2 inh: -8

Results for CCOC(=O)c1ccc(N2CCCCC2)c(NS(=O)(=O)c2ccc(C)cc2)c1 ?
PAX8 reporter: -11; EWS-Fli block: 19; ARNT TACC3 PPI: -8; DENV2 CPE: 3; Casp6 inh: -1; LGR2 inh: -34

What do the screens show for `CCOc1ccc(CCNC(=O)COC(=O)c2cccnc2SC)cc1OCC`?
SIRT5 block: -1; PAX8 reporter: 11; EWS-Fli block: 1; ARNT TACC3 PPI: -2; DENV2 CPE: 11; Casp6 inh: -1; LGR2 inh: -2

Returning to the listing, starting 2 compounds before the break.
Results for CCCN1C[C@@H](C)[C@@H](OC)CN(C)C(=O)c2cc(NC(=O)COC)ccc2OC[C@@H]1C ?
PAX8 reporter: -15; EWS-Fli block: 0; ARNT TACC3 PPI: -9; LGR2 inh: 10

What do the screens show for `COc1ccc2c3c(n(C)c2c1)[C@H](CO)N(Cc1ccc2c(c1)OCO2)CC31CCN(C(C)=O)CC1`?
SIRT5 block: -2; PAX8 reporter: -15; EWS-Fli block: -1; DENV2 CPE: 5; Casp6 inh: 0; LGR2 inh: -19

How did CC(C)OCCCNC(=O)Cn1ccc2cc(S(=O)(=O)N3CCCCC3)ccc21 do in these assays?
SIRT5 block: -2; PAX8 reporter: -1; EWS-Fli block: 9; ARNT TACC3 PPI: 4; DENV2 CPE: 13; Casp6 inh: 0; LGR2 inh: 10

Results for CC(C)CC#Cc1cnc2c(c1)C(=O)N([C@@H](C)CO)C[C@H](C)[C@@H](CN(C)Cc1cccc(F)c1)O2 ?
SIRT5 block: 6; EWS-Fli block: 2; ARNT TACC3 PPI: -7; DENV2 CPE: -1; Casp6 inh: 1; LGR2 inh: 6

Results for CC(C)N1CCC2(CC1)Oc1ccc(Br)cc1C1CC(c3cccnc3)=NN12 (centres undefined) ?
SIRT5 block: 0; PAX8 reporter: 14; EWS-Fli block: 2; ARNT TACC3 PPI: -4; DENV2 CPE: 2; Casp6 inh: -1; LGR2 inh: 5

How did O=S(=O)(c1ccc(-c2ccon2)s1)N1CCCC1 do in these assays?
SIRT5 block: -1; PAX8 reporter: 14; EWS-Fli block: 14; ARNT TACC3 PPI: -1; DENV2 CPE: -5; Casp6 inh: 3; LGR2 inh: -17

What do the screens show for `Fc1ccc(-c2nc3ccccc3c3nc4ccccc4n23)cc1`?
SIRT5 block: -2; PAX8 reporter: 9; EWS-Fli block: -9; ARNT TACC3 PPI: 1; DENV2 CPE: 7; Casp6 inh: -2

Results for O=C(C[C@@H]1C/C=C/CCCC(=O)O[C@H](c2ccccc2)CNC1=O)NCCO ?
PAX8 reporter: 3; EWS-Fli block: -4; ARNT TACC3 PPI: 4; DENV2 CPE: -6; Casp6 inh: -1; LGR2 inh: 1

Results for COc1ccc(/C=C(\C#N)C(=O)Nc2ccc3[nH]c(=O)[nH]c3c2)cc1 ?
SIRT5 block: 7; PAX8 reporter: -43; EWS-Fli block: 13; ARNT TACC3 PPI: 21; DENV2 CPE: 8; Casp6 inh: 5; LGR2 inh: -2

How did COC(=O)c1ccc(NC(=O)Cn2nnc(-c3cccs3)n2)cc1 do in these assays?
SIRT5 block: -2; PAX8 reporter: -2; EWS-Fli block: -8; ARNT TACC3 PPI: -4; DENV2 CPE: 0; Casp6 inh: -4; LGR2 inh: -28

How did O=C(Nc1nc(=O)n(C(=O)C2CC2)s1)c1ccccc1 do in these assays?
SIRT5 block: 0; EWS-Fli block: 4; ARNT TACC3 PPI: 1; DENV2 CPE: 7; Casp6 inh: 0; LGR2 inh: -6

What do the screens show for `Cc1noc(C)c1S(=O)(=O)Nc1ccc2c(c1)C(=O)N([C@H](C)CO)C[C@H](C)[C@H](CN(C)CC1CCCCC1)OCCCC[C@@H](C)O2`?
SIRT5 block: 0; PAX8 reporter: -3; EWS-Fli block: -8; ARNT TACC3 PPI: 0; DENV2 CPE: 4; Casp6 inh: -5; LGR2 inh: -13

What do the screens show for `CC1CCN(c2ccc(/C=N\Nc3nncn3N)cc2[N+](=O)[O-])CC1`?
PAX8 reporter: 0; ARNT TACC3 PPI: 5; LGR2 inh: 14

Results for Cc1nc2cc3c(cc2s1)OCO3 ?
SIRT5 block: -1; PAX8 reporter: 7; EWS-Fli block: -1; ARNT TACC3 PPI: -6; DENV2 CPE: 6; Casp6 inh: -4; LGR2 inh: 5

What do the screens show for `CCOc1ccc(S(=O)(=O)N2CCN=C2Cc2ccccc2)cc1C`?
SIRT5 block: -3; PAX8 reporter: 9; ARNT TACC3 PPI: 1; DENV2 CPE: -9; Casp6 inh: -2; LGR2 inh: 12

What do the screens show for `O=C(NCC1CCCO1)c1cc([N+](=O)[O-])ccc1N1CCC(Cc2ccccc2)CC1` (centres undefined)?
SIRT5 block: 1; PAX8 reporter: 18; EWS-Fli block: 32; ARNT TACC3 PPI: 17; DENV2 CPE: -3; Casp6 inh: 1; LGR2 inh: 3

What do the screens show for `Cc1oc(-c2cccc(Cl)c2)nc1CS(=O)(=O)CC(=O)NCCN1CCCC1`?
SIRT5 block: -11; PAX8 reporter: 16; EWS-Fli block: -7; ARNT TACC3 PPI: 15; DENV2 CPE: 2; Casp6 inh: -6; LGR2 inh: -4

How did Cc1c(NC(=O)COc2cccc(Cl)c2Cl)c(=O)n(-c2ccccc2)n1C do in these assays?
SIRT5 block: -8; EWS-Fli block: -8; ARNT TACC3 PPI: 2; DENV2 CPE: -4; Casp6 inh: 4; LGR2 inh: -3

What do the screens show for `COc1ccc(NC(=O)CSc2ncnc3sc(C)cc23)cc1`?
SIRT5 block: 0; PAX8 reporter: -17; EWS-Fli block: -4; ARNT TACC3 PPI: -6; DENV2 CPE: inconclusive; Casp6 inh: -5; LGR2 inh: 4

Results for CCCC(=O)Nc1ccc2c(c1)C(=O)N(C)[C@@H]1CC[C@@H](CC(=O)NCC3CCCCC3)O[C@@H]1CO2 ?
SIRT5 block: 1; PAX8 reporter: -2; EWS-Fli block: 1; ARNT TACC3 PPI: 4; DENV2 CPE: 8; Casp6 inh: 1; LGR2 inh: -7

How did O=C(CCN1C(=O)/C(=C\c2ccccc2F)SC1=S)Nc1ccc(C(=O)O)c(O)c1 do in these assays?
SIRT5 block: 9; PAX8 reporter: 7; EWS-Fli block: 7; ARNT TACC3 PPI: -4; DENV2 CPE: -6; Casp6 inh: 14; LGR2 inh: -2

What do the screens show for `N#Cc1ccc(S(=O)(=O)Nc2ccccc2N2CCOCC2)cc1`?
SIRT5 block: -3; PAX8 reporter: 1; EWS-Fli block: -1; ARNT TACC3 PPI: 8; DENV2 CPE: 1; Casp6 inh: 1; LGR2 inh: 0

How did O=C(O)/C=C/C(=O)Nc1cc(F)ccc1F do in these assays?
SIRT5 block: 1; PAX8 reporter: 5; EWS-Fli block: 4; ARNT TACC3 PPI: -10; DENV2 CPE: 1; Casp6 inh: 0; LGR2 inh: 5
